EPAC2 ag: agonists of human EPAC2 (RAPGEF4) | Potency, µM (doses to about 154 µM), for the others: at the top dose activation, most hits filed as activators | hit rate 0.079% among 360,000 | EPAC2 activation, biochemical qHTS; response scale: 100% = 6.5 mM cAMP response; further: potency means the concentration at half of the fitted maximal effect; nearly all actives have a fitted effect of over 50% in size
Target sequence (Q8WZA2 whole entry, looked up): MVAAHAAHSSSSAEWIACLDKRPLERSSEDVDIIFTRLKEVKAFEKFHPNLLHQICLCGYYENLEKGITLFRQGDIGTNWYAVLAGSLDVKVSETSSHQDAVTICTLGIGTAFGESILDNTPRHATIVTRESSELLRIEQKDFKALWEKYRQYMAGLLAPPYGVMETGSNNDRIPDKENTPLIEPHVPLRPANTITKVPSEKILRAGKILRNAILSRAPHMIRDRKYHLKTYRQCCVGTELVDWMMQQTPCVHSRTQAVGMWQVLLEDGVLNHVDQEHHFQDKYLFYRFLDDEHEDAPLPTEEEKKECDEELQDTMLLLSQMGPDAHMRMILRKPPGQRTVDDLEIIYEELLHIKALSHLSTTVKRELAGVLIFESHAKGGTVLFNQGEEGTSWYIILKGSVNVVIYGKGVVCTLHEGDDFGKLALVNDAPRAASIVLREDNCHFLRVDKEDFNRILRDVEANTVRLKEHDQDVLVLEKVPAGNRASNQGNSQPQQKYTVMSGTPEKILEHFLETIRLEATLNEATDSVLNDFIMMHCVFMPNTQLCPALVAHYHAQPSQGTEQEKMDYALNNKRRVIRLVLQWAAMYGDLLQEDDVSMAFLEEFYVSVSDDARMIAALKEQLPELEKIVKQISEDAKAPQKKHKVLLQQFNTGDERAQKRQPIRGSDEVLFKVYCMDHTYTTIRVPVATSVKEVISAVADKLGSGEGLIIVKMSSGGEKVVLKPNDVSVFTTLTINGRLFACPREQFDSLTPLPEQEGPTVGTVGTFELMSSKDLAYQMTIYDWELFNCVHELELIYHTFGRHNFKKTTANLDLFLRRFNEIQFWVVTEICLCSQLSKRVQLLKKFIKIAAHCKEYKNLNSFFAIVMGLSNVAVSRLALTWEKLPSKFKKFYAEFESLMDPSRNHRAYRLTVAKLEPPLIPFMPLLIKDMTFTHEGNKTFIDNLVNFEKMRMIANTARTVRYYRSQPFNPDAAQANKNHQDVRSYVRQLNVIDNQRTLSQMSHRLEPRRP
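Compounds were titrated in qHTS against a Rap1B-BODIPY-GDP (250 nM) complex with EPAC2 (100 nM) and GDP (50 uM). BODIPY-GDP release tracked at 480/540 nm over 30 min at room temperature, normalized to 6.5 mM cAMP.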
Nrf2 activator: activators of Nrf2 (ARE) signaling; AREc32 ARE-luciferase reporter (MCF7-derived line), luminescence, 24 h; Potency, µM (doses to about 46.1 µM), inactives show top-dose activation, hits mostly activators; hit rate 0.31% among 410,000; AID 624171; further: potency means the concentration at half of the fitted maximal effect; % of control where 0% means no effect; nearly all actives have a fitted effect of over 65% in size
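Steps: seed AREc32_Fluc cells (1000/well, 5% FBS OPTI-MEM); incubate overnight at 37 deg C; add 23 nL compound; incubate 24 hr; add Steady-Glo; hold 30 min RT; read luminescence.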
A549 viability: kills or reduces viability of A549 cells in Nrf2 counter-screen; A549 ARE-Fluc cells, CellTiter-Fluor viability, 18-24 h; Potency, µM (series often up to 46 µM), for inactives: at the top dose activity change, negative = cytotoxicity, usual class: inhibitors; hit rate 0.16% among 390,000; AID 504648; further: potency means the concentration at half of the fitted maximal effect; on the % scale 0 is the no-effect control and ±100 the full control effect
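Cytotoxicity counterscreen: CellTiter-Fluor fluorescence was measured in A549 ARE_Fluc cells after 18-24 h of compound exposure in a concentration series. The subsequent BugLite luminescent read reports ARE-luciferase activity.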
IL-2 act: activators of IL-2; IL-2 activation reporter assay, cell-based qHTS; stimulated with anti-CD3/CD4/CD28 beads; in transgenic mouse T cells; activation, % (series mostly up to about 46 µM); hit rate 0.065% among 360,000; in the data active means activation above about 50%; inconclusive means mostly about 30% to 49%; further: 0% is about no effect
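Screening format: compound pinned onto unstimulated transgenic mouse T cells, 60 min incubation, then anti-CD3/anti-CD4/anti-CD28 bead stimulation for 18 hours at 37 degrees C, followed by EGFP and DsRed detection.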
S2 tox: viability counter-screen for ATXN expression inhibitors; S2 cells (HEK-293 line with an ATXN2-luciferase reporter) viability, CellTiter-Fluor protease fluorescence, 24 h; Potency, µM (doses to about 56.7 µM), usual class: cytotoxic; hit rate 0.49% among 400,000; further: potency means the concentration at half of the fitted maximal effect; nearly all actives have a fitted effect of over 40% in size
ATXN2 expr inh: ATXN2 expression inhibition; HEK-293 ATXN2-luciferase reporter, luminescence, 24 h; Potency, µM (series often up to 57 µM), for inactives: top-dose activity change, negative = inhibition, actives largely listed as inhibitors; hit rate 0.72% among 360,000; AID 1745845; further: potency means the concentration at half of the fitted maximal effect; on the % scale 0 is the no-effect control and ±100 the full control effect; nearly all actives have a fitted effect of over 55% in size
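qHTS (up to 57 uM final) was run with 24 h compound exposure of reporter cells at 37 °C. Each well was multiplexed: SteadyGlo luminescence measured ATXN2-luciferase expression after a fluorogenic Gly-Phe-AFC viability readout (25 uM final).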
Nrf2 block: Nrf2 pathway inhibition; A549 ARE-Fluc reporter, luciferase luminescence, 18-24 h; Potency, µM (titrated, usually from 46 µM), inactives show at the top dose activity change, negative = inhibition, hits mostly inhibitors; hit rate 2.1% among 360,000; AID 504444; further: potency means the concentration at half of the fitted maximal effect; on the % scale 0 is the no-effect control and ±100 the full control effect; nearly all actives have a fitted effect of over 60% in size
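A549 ARE_Fluc cells, 5000/well, 5% FBS OPTI-MEM; compounds in dose-response, 18-24 h at 37 °C/5% CO2; CellTiter-Fluor viability read (Ex 405/Em 525), then BugLite luciferase luminescence = Nrf2 activity.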
HepG2 tox: kills HepG2 cells in TGF-b inhibitor counter-screen | HepG2 CAGA-GFP viability, ATP luminescence, 18 h | Potency, µM (highest dose often 46.1 µM), inactives show top-dose activity change, negative = cytotoxicity, actives largely listed as cytotoxic | hit rate 0.76% among 410,000 | AID 588856; further: potency means the concentration at half of the fitted maximal effect; some results filed as inactive show a strong effect at the top dose
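HepG2 CAGA-GFP cells (1000/well, DMEM with 1% FBS) received compound, then TGF-beta at 500 pg/mL final, and were incubated 18 hours at 37 degrees C. Viability was read by CellTiter-Glo luminescence. Media-only wells were set as complete cell-killing and DMSO as no toxicity.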
TGFb inhibitor: inhibitors of TGF-b signaling | HepG2 CAGA-GFP TGF-b/SMAD3 reporter, GFP fluorescence, 18 h; TGF-beta stimulated, 500 pg/mL final | Potency, µM (series often up to 46.1 µM), for inactives: at the top dose activity, negative = inhibition, most hits filed as inhibitors | hit rate 1.2% among 410,000; further: potency means the concentration at half of the fitted maximal effect; on the % scale 0 is the no-effect control and ±100 the full control effect; nearly all actives have a fitted effect of over 65% in size
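Smad-responsive CAGA-GFP expression was quantified in HEPG2 cells exposed to compounds and 500 pg/mL final TGF-beta for 18 h at 37 degrees C; unstimulated wells defined full inhibition.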
Starred values were filed as active, the others as inactive; i = inactive; ? = inconclusive; . = no result given; [ ] = another dose, or the depositor's remark. Unless noted, the call rests on the fitted dose curve; in most records, active means well fitted curve in the direction sought with a large enough effect; inconclusive means small, poorly fitted or top-dose-only effect, or another doubt; inactive means no such curve, though single readings can be large; an effect the other way counts as inactive or inconclusive.

Short forms: A = EPAC2 ag; B = Nrf2 activator; C = A549 viability; D = IL-2 act; E = S2 tox; F = ATXN2 expr inh; G = Nrf2 block; H = HepG2 tox; I = TGFb inhibitor
O=C(NC1CC1)c1cc(-c2ccc(Br)cc2)nc2ccccc12
  A: 8%	B: 4.0%	C: 11%	D: -1.1	E: .	F: .	G: 9%	H: -16%	I: -1%
COC(=O)c1c(NC(NC(=O)C(C)(C)C)C(Cl)(Cl)Cl)sc2c1CCC2 (stereo not given)
  A: 3%	B: 4.8%	C: -3%	D: 0.6	E: i	F: -6%	G: ?	H: -2%	I: 13µM*
Cc1c(C(=O)/C=C/c2ccccc2F)c2cc(O)ccc2n1C
  A: 8%	B: ?	C: .	D: -0.9	E: ?	F: .	G: .	H: -2%	I: -3%
Cc1ccc(OCCN(C)C(=O)CC2C(=O)NCCN2CC(C)(C)C)cc1 (stereo not given)
  A: -7%	B: -0.5%	C: 1%	D: -0.2	E: ?	F: -4%	G: -4%	H: -20%	I: -13%
Cc1ccccc1CSCc1ccc(C(=O)NCCc2ccccc2)o1
  A: .	B: 2.0%	C: 23%	D: .	E: i	F: -1%	G: .	H: -23%	I: ?
CC1CCN(c2c([N+](=O)[O-])c(=O)oc3ccccc23)CC1
  A: 1%	B: -0.8%	C: 1%	D: 1.7	E: i	F: ?	G: 1%	H: -2%	I: 7%
O=C(O)C1C2C=CC(C2)C1C(=O)NCCc1ccccc1 (stereo not given)
  A: 3%	B: 3.7%	C: ?	D: -0.2	E: i	F: 6%	G: ?	H: -9%	I: 21%
CCCCCn1c(=O)[nH]c2cc(C(=O)N3CCN(c4cccc(OC)c4)CC3)ccc2c1=O
  A: .	B: -1.2%	C: -18%	D: .	E: ?	F: -12%	G: -25%[9.27 µM]	H: -3%	I: ?
CC(OC(=O)C1=Cc2ccccc2OC1)C(=O)NCc1ccco1 (stereo not given)
  A: 0%	B: -0.6%	C: 3%	D: -1.8	E: i	F: .	G: ?	H: -4%	I: -18%
O=C(NCCc1cccc(Cl)c1)C1CCC(=O)N(Cc2ccc(Cl)cc2)C1 (stereo not given)
  A: 15%	B: 0.3%	C: 0%	D: 2.5	E: i	F: -13%	G: 4%	H: 2%	I: 0%
NC(=O)CNc1ncc(C(F)(F)F)cc1Cl
  A: 5%	B: -0.4%	C: 2%	D: 0.3	E: i	F: 4%	G: -2%	H: 2%	I: -11%
CCN(CC)CCNC(=O)C(=O)NCC(c1ccc2c(c1)OCO2)N1CCOCC1 (stereo not given)
  A: .	B: -0.8%	C: 4%	D: .	E: .	F: .	G: .	H: -6%	I: 4%
O=C(CSc1nnc(-c2cccs2)n1-c1cccc(Cl)c1)c1cccc2c1OCCO2
  A: 7%	B: 0.3%	C: 0%	D: 2.6	E: i	F: -3%	G: ?	H: -8%	I: 18%
COc1ccc(-c2nnc(SCC(=O)Nc3ccc(Cl)cc3)n2C)cc1
  A: 11%	B: 0.3%	C: 4%	D: -0.9	E: i	F: -10%	G: -5%	H: -15%	I: -19%
Cc1c(=O)n(OCc2ccccc2)c2ccccc2[n+]1[O-]
  A: 0%	B: ?	C: -5%	D: 3.1	E: i	F: 2%	G: .	H: 98%	I: 23%
CCCCc1c(C)c(C#N)c2[nH]c3ccccc3n2c1=O
  A: ?	B: 3.1%	C: ?	D: -0.4	E: i	F: ?	G: 18µM*	H: -52%	I: 3.2µM*
O=c1oc2ccc3ccccc3c2cc1-c1nnc(Nc2ccccc2F)s1
  A: .	B: 1.1%	C: 1%	D: .	E: .	F: .	G: 4%	H: -11%	I: 0%
Cc1cccc(OCC(=O)NC(C)C(=O)N/N=C/c2c(OCc3ccccc3)ccc3ccccc23)c1 (stereo not given)
  A: -3%	B: 6.2%	C: -22%	D: -0.5	E: i	F: 12%	G: .	H: -7%	I: -21%
O=C(NCCc1cccnc1)C1CCC(=O)N(Cc2cccc(C(F)(F)F)c2)C1 (stereo not given)
  A: -1%	B: -0.6%	C: 1%	D: -3.6	E: i	F: 0%	G: 8%	H: 8%	I: 3%
Cc1ccc(N/N=C(\C#N)C(=O)c2ccsc2)cc1
  A: 7%	B: 9.5%	C: -16%	D: 0.6	E: i	F: .	G: ?	H: -22%	I: ?
CCOc1ccc(CCNC(=O)COC(=O)c2ccco2)cc1OCC
  A: 8%	B: -0.5%	C: -1%	D: -0.2	E: i	F: -3%	G: -2%	H: 11%	I: -20%
CCOC(=O)c1c(C)n(-c2ccc(OC)cc2)c2ccc(O)c(CN(C)C)c12
  A: 6%	B: 6.3%	C: -3%	D: -1.8	E: ?	F: ?	G: -11%	H: -42%	I: ?
O=C(CC1SC(=Nc2ccccc2)N(Cc2ccccn2)C1=O)Nc1ccc(Br)cc1 (stereo not given)
  A: -2%	B: 3.2%	C: -14%	D: -1.0	E: ?	F: ?	G: ?	H: -30%	I: ?
CN(Cc1ccccc1)C(=O)C1CCCN1S(=O)(=O)c1ccc2c(c1)n(C)c(=O)c(=O)n2C (stereo not given)
  A: 3%	B: 0.2%	C: 6%	D: -2.2	E: i	F: -7%	G: 1%	H: 6%	I: 2%
COC(=O)c1c(NC(=O)c2ccc(S(=O)(=O)N3CCOCC3)cc2)sc2c1CCN(C)C2
  A: -6%	B: 0.3%	C: -2%	D: -1.6	E: i	F: -24%	G: 11%	H: -26%	I: -1%
Cc1ccc(NS(=O)(=O)c2ccccc2Cl)c2c1CC(C)(C)O2
  A: 7%	B: -0.8%	C: -6%	D: -3.4	E: i	F: -4%	G: -16%	H: -22%	I: -2%
CCOc1ccc(NC(=O)C(C)C(Cc2ccc(C)cc2)C(=O)O)cc1 (stereo not given)
  A: 5%	B: -0.3%	C: -6%	D: 0.4	E: i	F: .	G: -9%	H: 6%	I: -5%
CC1(c2nnc(Cc3ccccc3)o2)CC(c2cccc(F)c2)=NO1 (stereo not given)
  A: 3%	B: 0.9%	C: 12%	D: -0.1	E: i	F: 4%	G: -15%	H: -9%	I: -4%
O=C(c1cc2sccc2n1Cc1ccc(F)cc1)N1CCN(c2nc3ccccc3s2)CC1
  A: -18%	B: -0.3%	C: -21%	D: -2.6	E: i	F: -25%	G: ?	H: -32%	I: -6%
NS(=O)(=O)c1ccc(N=Nc2c(O)[nH]c3ccc(Br)cc23)cc1
  A: 11%	B: 4.7%	C: -5%	D: 1.9	E: ?	F: ?	G: -35%	H: -15%	I: -22%
COC(=O)c1ccccc1N1C(=O)C2C(C1=O)C1C=CC2C12CC2 (stereo not given)
  A: 4%	B: -0.7%	C: 0%	D: -0.2	E: i	F: -8%	G: ?	H: -6%	I: -2%
Cc1ccc(C(=O)N/C(=C/c2cccnc2)C(=O)O)cc1
  A: 0%	B: 1.4%	C: 0%	D: 0.6	E: i	F: 3%	G: 2%	H: -4%	I: 2%
CCn1c(C)cc(/C=C2\NC(=O)N(CC(=O)Nc3cccc(C)c3)C2=O)c1C
  A: 5%	B: -0.3%	C: -7%	D: -2.8	E: i	F: -19%	G: -6%	H: -21%	I: 0%
O=C(NCCc1ccccc1)C(=O)NCC(c1ccc2c(c1)OCO2)N1CCOCC1 (stereo not given)
  A: .	B: -0.4%	C: 9%	D: .	E: i	F: 0%	G: .	H: -4%	I: 0%
O=C(CCN1CCC2CCC(C2)C1)c1ccccc1 (stereo not given)
  A: 5%	B: 5.6%	C: 5%	D: -0.6	E: i	F: 7%	G: -7%	H: -1%	I: 13%
CCOC(=O)C1=C(C)NC(=O)C(C#N)C1c1ccncc1 (stereo not given)
  A: -10%	B: -0.2%	C: ?	D: -0.9	E: i	F: 6%	G: 1%	H: 8%	I: 0%
CC1CCC2(CC1)NC(=O)N(NC(=O)CSc1nnc(NC3CC3)s1)C2=O (stereo not given)
  A: 6%	B: -0.8%	C: -4%	D: -0.2	E: i	F: .	G: 5%	H: 1%	I: 0%
Cc1cccc(OCC(=O)NNC(=O)C2CCN(c3ncnc4sc(C)c(C)c34)CC2)c1
  A: -2%	B: -0.3%	C: -9%	D: -4.3	E: i	F: -7%	G: -19%	H: -33%	I: 0%
Cc1ccccc1CSc1nnc2[nH]c(=O)cc(C)n12
  A: .	B: -0.2%	C: -13%	D: .	E: .	F: .	G: .	H: -3%	I: -14%
CCCOc1ccc(OC(=O)c2ccc(-c3ccc(CCC)cn3)cc2)cc1
  A: .	B: 3.0%	C: -7%	D: .	E: .	F: .	G: ?	H: 1%	I: 0%
COc1cc(OC)c(C(=O)OCC(=O)Nc2cc(C)on2)cc1OC
  A: 15%	B: 0.1%	C: 5%	D: -0.4	E: i	F: -13%[11.3 µM]	G: -22%	H: 16%	I: -2%
COc1ccccc1N(C)S(=O)(=O)c1ccc(C(=O)Nc2nnc(C)s2)cc1
  A: 4%	B: -0.7%	C: 0%	D: -3.3	E: i	F: 1%	G: -22%	H: -2%	I: -16%
Clc1ccc(NN(Cc2ccncc2)c2ccc(Cl)cc2)cc1
  A: 12%	B: 5.6%	C: .	D: -2.0	E: ?	F: .	G: .	H: -107%	I: ?
CCCCN(C)CCCNC(=O)C1CC(=O)N(Cc2ccc(OC)cc2)C1 (stereo not given)
  A: 5%	B: -0.6%	C: -6%	D: 0.3	E: i	F: -13%	G: -1%	H: -16%	I: 0%

Molecules from the list above with a CF3 group, in the order listed:
Short forms: A = EPAC2 ag; B = Nrf2 activator; C = A549 viability; D = IL-2 act; E = S2 tox; F = ATXN2 expr inh; G = Nrf2 block; H = HepG2 tox; I = TGFb inhibitor
NC(=O)CNc1ncc(C(F)(F)F)cc1Cl
  A: 5%	B: -0.4%	C: 2%	D: 0.3	E: i	F: 4%	G: -2%	H: 2%	I: -11%
O=C(NCCc1cccnc1)C1CCC(=O)N(Cc2cccc(C(F)(F)F)c2)C1 (stereo not given)
  A: -1%	B: -0.6%	C: 1%	D: -3.6	E: i	F: 0%	G: 8%	H: 8%	I: 3%

Assay outcomes deposited in PubChem BioAssay by National Center for Advancing Translational Sciences (NCATS).
